Screening data as filed in PubChem BioAssay.
CXCR6 block: blocks human CXCR6 beta-arrestin recruitment; O00574; CHO-K1 PathHunter CXCR6 beta-arrestin, luminescence; inhibition, % at 20 µM; 0.36% of 360,000 active; AID 602244; in the data active = inhibition above about 34%, passing the limit was not always enough;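 note: antagonist mode with CXCL16 agonist at 10 nM final; 0% = 10 nM CXCL16 with DMSO and 100% = unstimulated wells without agonist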
Target sequence (O00574 whole entry, looked up): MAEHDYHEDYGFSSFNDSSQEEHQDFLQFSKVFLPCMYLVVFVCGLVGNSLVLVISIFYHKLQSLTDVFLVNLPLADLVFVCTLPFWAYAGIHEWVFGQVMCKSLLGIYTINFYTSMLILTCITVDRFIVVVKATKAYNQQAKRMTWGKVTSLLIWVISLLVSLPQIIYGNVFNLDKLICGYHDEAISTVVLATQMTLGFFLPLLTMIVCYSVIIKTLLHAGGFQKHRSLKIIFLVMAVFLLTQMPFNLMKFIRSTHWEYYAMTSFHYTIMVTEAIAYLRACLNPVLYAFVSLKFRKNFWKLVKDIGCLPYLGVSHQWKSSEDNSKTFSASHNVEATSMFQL
UBC13 inh: blocks human UBC13 polyubiquitin chain formation. P61088. TR-FRET. inhibition, % at 20 µM. 0.47% of 330,000 active; in the data active = inhibition above about 45%, passing the limit was not always enough
Target sequence (P61088 whole entry, looked up): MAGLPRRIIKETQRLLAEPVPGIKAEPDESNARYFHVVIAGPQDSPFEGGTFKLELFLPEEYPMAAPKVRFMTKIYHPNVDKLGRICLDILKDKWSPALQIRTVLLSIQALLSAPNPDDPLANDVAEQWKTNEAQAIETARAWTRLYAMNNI
APJ ag: agonists of human APJ apelin receptor | AID 2520 | activation, % at 20 µM | 0.11% of 330,000 active | P35414 | CHO-K1 APJ PathHunter beta-arrestin, luminescence; 0% DMSO wells, 100% apelin;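 active = activation more than six SD over the plate average, tested at 20 µM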;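 note: 0% = DMSO alone and 100% = apelin-13 at 10 nM; some results filed as inactive read as strong as hits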
Target sequence (P35414 whole entry, looked up): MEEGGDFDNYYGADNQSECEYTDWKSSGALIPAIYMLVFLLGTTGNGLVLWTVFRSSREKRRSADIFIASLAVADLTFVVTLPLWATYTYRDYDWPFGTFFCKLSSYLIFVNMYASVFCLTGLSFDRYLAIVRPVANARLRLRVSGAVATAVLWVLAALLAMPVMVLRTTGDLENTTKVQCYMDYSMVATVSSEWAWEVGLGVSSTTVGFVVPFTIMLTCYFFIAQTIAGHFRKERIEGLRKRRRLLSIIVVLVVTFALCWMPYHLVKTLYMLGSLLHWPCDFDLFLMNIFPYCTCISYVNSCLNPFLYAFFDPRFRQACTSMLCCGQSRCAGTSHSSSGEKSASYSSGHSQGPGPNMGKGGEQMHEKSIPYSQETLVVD
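assay system = CHO-K1 APJ beta-arrestin complementation cell line | input = cell density 1000 per well | dosing = compound 20 µM once, DMSO 1% | timing = compound 90 min 25 °C, reagent 1 h | measured by = luminescence from split beta-galactosidase complementation, Galacton Star/Emerald II substrate | read-out basis = APJ agonist activity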
CCR6 antagonist: antagonists of human CCR6 receptor; AID 493098; inhibition, % at 20 µM; CHO-K1 CCR6 PathHunter beta-arrestin, luminescence, CCL20-stimulated; 0.49% of 340,000 active; P51684;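 active = compounds whose inhibition of the agonist-driven luminescence signal at 20 µM reaches about 50%, limit read from the data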;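 note: cells stimulated with CCL20 at 14 nM final; plate controls were DMSO with CCL20 for no effect and DMSO without agonist for full effect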
Gli-Sufu antag: antagonists of Gli-Sufu signaling. 0.74% of 340,000 active. inhibition, % at 5 µM. AID 588413. Sufu-KO-LIGHT fibroblasts, Gli luciferase reporter luminescence;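 active = inhibition above about 55%, limit read from the data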;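 note: 0% = DMSO-treated cells and 100% = wells with medium but no cells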
ATG4B inh: blocks human ATG4B protease cleavage of LC3 substrate. Q9Y4P1. ATG4B cleavage of LC3-PLA2, NBD-HPC fluorescence, 1 h. inhibition, % at 8.33 µM. 0.51% of 340,000 active; in the data active = inhibition above about 40%
EBI2 block: EBI2 (human) antagonism. P32249. EBI2 beta-arrestin recruitment, luminescence, 7a,25-OHC stimulated. inhibition, % at 5 µM. 0.81% of 360,000 active. AID 651636; in the data active = inhibition above about 38%;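 note: enzyme fragment complementation signal reports receptor beta-arrestin coupling in cells; 0% = agonist plus DMSO wells and 100% = wells without agonist; some results beyond the cut were filed as inactive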
APJ antagonist: blocks the human apelin receptor APJ; P35414; inhibition, % at 20 µM; 0.32% of 330,000 active; CHO-K1 APJ beta-arrestin complementation, luminescence;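 active = inhibition above about 40% at 20 µM, limit read from the data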;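 note: cells challenged with 10 nM apelin-13 agonist together with compound; plate controls were apelin-13 plus DMSO wells for no effect and DMSO wells lacking apelin-13 for full effect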
* hit, by the source's call; . = no result given.

SMILES	CXCR6 block	UBC13 inh	APJ ag	CCR6 antagonist	Gli-Sufu antag	ATG4B inh	EBI2 block	APJ antagonist
O=C1C=CN2CCCCC2CC1 (centres undefined)	3	3	6	8	43	-3	-5	-11
CC(C(=O)Nc1ccc([N+](=O)[O-])cc1Cl)N1CCN(S(=O)(=O)c2cccs2)CC1 (centres undefined)	-1	-7	-6	5	6	8	-1	-10
COC(=O)c1cc(C#N)c(OC(C)C)nc1C	-1	5	-3	-6	0	-2	-1	7
CCCCc1ccc(/C(C)=N/NC(=O)C2CCCC2)cc1	-5	0	-2	18	-11	3	0	-22
COc1cccc(-c2cc3c(=O)n(-c4ccccc4)c(=S)[nH]c3s2)c1	0	42	0	-10	3	-3	-7	4
Cc1noc(NS(=O)(=O)c2ccc(NC(=O)C(C)C)cc2)c1C	1	-7	3	8	-1	2	-13	6
O=C1CCCN1CCNC(=S)Nc1ccccc1	8	1	2	-20	-9	-1	-15	15
COc1ccc(/C=C2\SC(=O)N(CCC(=O)Nc3ccc(S(=O)(=O)Nc4nccs4)cc3)C2=O)cc1	4	-9	-1	16	4	20	8	3
COC(=O)c1nnn(-c2nonc2N)c1-c1cccs1	10	0	3	-7	-8	-9	-6	0
COc1ccccc1NC(=O)COc1ccc(CO)cc1Cl	-4	8	-3	-6	-41	0	-11	-5
O=C(O)CCSc1nnc(-c2ccncc2)n1-c1ccccc1	-5	-6	1	-11	-6	-9	3	1
Cc1ccc(S(=O)(=O)N(C)CCCC(=O)Nc2cc(C)ccc2C)cc1	-2	-1	-3	1	3	0	3	9
COc1ccccc1/C=N/OC(=O)c1ccc(F)cc1	2	-3	-4	8	5	-5	-3	-1
Cc1cc(C(F)F)n2nc(C(=O)Nc3ccc(S(=O)(=O)N4CCCC4)cc3)nc2n1	9	3	-4	7	-22	-10	-9	-16
COc1ccc([C@@H]2[C@@H]3C(=O)N(C(C)(C)C)C(=O)[C@@H]3[C@]3(C)C(=O)N(c4ccc(C(F)(F)F)cc4)C(=O)N23)cc1	-3	31	-1	-8	-3	-12	-8	6
FC(F)(F)c1ccc(/C=N/NC(=S)NC2CCCCC2)cc1	1	-9	-1	4	3	-2	31	-11
COc1ccc(N=Cc2c(O)[nH]c3ccccc23)cc1OC	6	-44	1	5	-40	-8	-6	8
O=C(NC(Cc1c[nH]c2ccccc12)C(=O)O)/C(=C\c1ccc2c(c1)OCO2)NC(=O)c1ccccc1 (centres undefined)	0	-6	-1	-6	7	-6	0	15
CN(C)S(=O)(=O)c1cccc(NC(=O)CNCC2CCCCC2)c1	-8	-10	-2	1	6	-11	5	-22
CCOc1ccc(C(=O)CCC(=O)NCC(=O)Nc2c(C)cccc2C)cc1	1	0	-4	9	-13	-10	7	15
CCOC(=O)C1CCCN(C(=O)c2cc3ccc(OC)cc3[nH]2)C1 (centres undefined)	1	6	-1	14	-9	-1	2	6
O=C1C=C(NS(=O)(=O)c2ccccc2)C(=O)c2ccccc21	15	.	.	30	13	-2	9	.
O=C(COC(=O)c1ccccc1OCc1ccc(F)cc1)NCC1CCCO1 (centres undefined)	0	-13	-1	7	-1	-71	6	3
CCCC(C(=O)Nc1ccc(S(=O)(=O)N2CCOCC2)cc1)c1ccccc1 (centres undefined)	-5	9	-2	13	-19	-6	5	3
O=C1CSC(c2ccc(Cl)c(Cl)c2)N1c1nccs1 (centres undefined)	2	2	-3	19	6	-2	-3	22
Cc1ccc(C23CC4CC(CC(C(=O)OCC(=O)NC5CCS(=O)(=O)C5)(C4)C2)C3)cc1 (centres undefined)	3	-8	4	-3	-5	1	-5	-10
CCN(CC)CCNC(=O)Cn1cnc2sc(C)c(S(=O)(=O)N3CCN(c4ccccc4OC)CC3)c2c1=O	-4	8	1	-4	21	-7	-12	-1
COc1ccc(NC(=O)c2cc(CN3C(=O)c4ccccc4C3=O)ccc2OC)cn1	5	8	0	-6	-3	-3	1	5
CC1SC(=NC(=O)c2ccncc2)NC1=O (centres undefined)	4	-10	2	-10	-14	-8	-9	7
Cc1ccc(-n2nc(C(=O)c3ccccc3)n3c(=O)c(Cc4ccccc4)nnc23)cc1	4	3	-3	5	11	-11	33	2
O=[N+]([O-])c1ccc2c(c1)C(O)n1ncnc1S2 (centres undefined)	4	-12	1	-16	-6	-4	2	-4
CCc1nc2ccccc2c(C(=O)Oc2cccc3cccnc23)c1C	4	9	-3	-5	-10	-17	6	2
CCC(=O)Nc1nnc(SCC(=O)N2c3ccccc3CC2C)s1 (centres undefined)	1	-4	0	3	-21	1	-6	13
O=C(CCN1C(=O)/C(=C/c2ccc(F)cc2)SC1=S)NC1CCS(=O)(=O)C1 (centres undefined)	-13	-11	1	12	3	5	-2	8
Cc1cccc(OCC(=O)NCCNC(=O)c2ccccn2)c1	0	0	2	0	25	-12	-11	22
Cc1ccc2c(c1)C1C[N+](C)(CC(=O)Nc3ccccc3Cl)CCC1N2C(=O)c1ccccc1Cl (centres undefined)	4	38	0	4	1	-7	-6	9
OCc1ccnc(Cl)c1	-1	6	2	10	6	6	-8	-35
C=C(C)Cn1c(CCNC(=O)CC)nc2ccccc21	-3	2	-3	-2	-11	12	4	5
O=C1c2ccccc2-c2n[nH]c(=O)c3ccc(N4CCCCC4)c1c23	15	-156	-3	25	8	-20	8	3
O=C1c2ccccc2NC(c2ccccc2O)N1NS(=O)(=O)c1ccccc1 (centres undefined)	-1	0	-3	3	-6	-2	-3	7
O=C(NCc1cccnc1)c1ccccn1	0	8	-2	6	3	-6	-5	5
COc1ccc(NC(=O)Cn2nnc(C(=O)NCc3cccs3)c2N)cc1OC	-4	-8	-1	7	-8	-2	0	10
O=C(CCc1ccc(S(=O)(=O)NC2CCCCC2)cc1)NCc1ccccn1	-5	2	-2	9	4	12	-4	9
CN(C)c1ccc(C(=O)NC2(N3CCC3=O)CCCC2)cc1	-4	-6	-3	5	0	5	3	-5
CCCn1c(N)c(C(=O)CSc2nc3ccccc3c(=O)n2Cc2ccccc2)c(=O)[nH]c1=O	10	-1	-3	9	-4	6	-7	-6
Cc1cc(C(F)(F)F)nn1Cc1ccc(C(=O)NCc2ccco2)o1	5	-3	-2	9	16	-1	-11	14
O=C(c1ccc(Br)cc1)N1CCN(S(=O)(=O)c2ccccc2)CC1	0	-9	0	20	2	-11	47*	-3
O=C(NCc1cccnc1)c1cccc(NS(=O)(=O)c2ccc(Br)cc2)c1	-6	-13	14	1	32	4	-6	-13
CC1(C)CC(CC(=O)Nc2ccccc2[N+](=O)[O-])C(=O)O1 (centres undefined)	6	6	-3	8	-1	-2	-7	3
N#CCC(=O)Nc1ccc(C(=O)N2CCN(c3ccccn3)CC2)cc1	-8	5	1	-4	19	3	2	17

Sorted by value in ATG4B inh (largest number first): some entries from above
molecule | CXCR6 block | UBC13 inh | APJ ag | CCR6 antagonist | ATG4B inh | EBI2 block | APJ antagonist
O=C(CCc1ccc(S(=O)(=O)NC2CCCCC2)cc1)NCc1ccccn1 | -5 | 2 | -2 | 9 | 12 | -4 | 9
CN(C)c1ccc(C(=O)NC2(N3CCC3=O)CCCC2)cc1 | -4 | -6 | -3 | 5 | 5 | 3 | -5
N#CCC(=O)Nc1ccc(C(=O)N2CCN(c3ccccn3)CC2)cc1 | -8 | 5 | 1 | -4 | 3 | 2 | 17
COc1ccc(NC(=O)Cn2nnc(C(=O)NCc3cccs3)c2N)cc1OC | -4 | -8 | -1 | 7 | -2 | 0 | 10

(next part)
SMILES	CXCR6 block	UBC13 inh	APJ ag	CCR6 antagonist	Gli-Sufu antag	ATG4B inh	EBI2 block	APJ antagonist
COc1ccc(S(=O)(=O)N2CCCCCC2)cc1C(=O)NCCOc1ccc(C)cc1	4	5	-5	3	13	4	6	5
Cc1cc(NC(=O)C(C)SCC(=O)Nc2ccccc2C(C)(C)C)no1 (centres undefined)	7	1	-4	4	-2	0	3	0
CCOc1ccc(C(C)NC(=O)Nc2ccc(F)cc2F)cc1 (centres undefined)	0	8	1	-19	2	0	9	2
COc1cc(/C=C/[N+](=O)[O-])ccc1OCc1cccc(C(=O)O)c1	.	-9	-1	-13	-110	2	.	-29
COc1ccc(Cl)cc1N1C(=O)C2CCCN2C1c1sccc1C (centres undefined)	4	-6	0	4	-1	-6	-1	4
O=C(NCc1ccccc1Cl)c1nnc(CS(=O)(=O)c2ccccc2)o1	4	-6	-6	1	2	-10	-1	19
Fc1ccc(/C=N/n2cnn(Cc3ccccc3Cl)c2=S)cc1	10	-4	2	10	0	10	6	-8
CCC1CCc2sc(C(=O)NCC(c3ccc(OC)cc3)N3CCOCC3)cc2C1 (centres undefined)	11	6	-3	9	10	-19	8	6
Cn1cccc1CC(=O)N/N=C/C=C/c1ccco1	8	-1	-2	5	-8	-6	8	-10
COc1ccc(S(=O)(=O)N(C)C[C@H]2Oc3ccc(NC(=O)Cn4cnnn4)cc3C(=O)N([C@H](C)CO)C[C@@H]2C)cc1	-1	4	-4	8	-6	-1	-7	0
COc1ccc(CNC(=O)c2ccc(CS(=O)(=O)c3ccc(Br)cc3)o2)cc1	-2	3	-5	-4	2	-6	0	7
Cn1c2ccccc2c2nnc(N/N=C/c3ccc(O)cc3)nc21	7	-20	1	1	8	7	-11	6
CC(C)(C)c1cc(CSC(=S)NC2CCS(=O)(=O)C2)c(Br)c(C(C)(C)C)c1 (centres undefined)	17	0	-2	24	39	-1	9	29
N=C1C(c2nc3ccccc3s2)=C(O)CN1NC(=O)c1c[nH]c2ccccc12	-3	-1	-3	16	3	3	-1	19
Cc1cccc(C)c1OCC(=O)Nn1c(C)nc2ccccc2c1=O	-10	4	0	-11	-4	-10	-4	14
O=C(COC(=O)CNC(=O)c1ccccc1)Nc1ccc2c(c1)OCO2	1	5	0	0	8	0	-2	18
O=C(c1ccc(Cl)c(S(=O)(=O)N2CCOCC2)c1)N(c1ccccn1)C1CCCCC1	-7	18	-5	12	-4	-2	-2	12
Nc1nc(SCC(=O)N2CCc3ccccc3C2)[nH]c(=O)c1-c1ccccc1	-3	0	-2	-6	-13	-4	-7	12
O=c1c(S(=O)(=O)c2ccc(Cl)cc2)cn(Cc2ccccc2)c2ccc(F)cc12	11	16	-1	9	12	-14	10	11
COc1ccc(Cl)cc1NC(=O)COC(=O)CNC(=O)c1ccc([N+](=O)[O-])c(C)c1	-5	-5	-1	7	-13	-15	-24	-4
Nc1nccc(/C=C/c2ccc(Cl)cc2)n1	0	10	-1	-4	-64	-2	3	-7
COc1ccc(-c2nnc3sc(CCN4C(=O)c5ccccc5C4=O)nn23)cc1	-6	-4	1	-7	2	-17	21	-2
CN1CCN(C(=O)CCN2C(=O)c3ccccc3S2(=O)=O)CC1	-5	0	-3	3	-1	-4	-13	-64
NNC(=O)c1cc(Br)cs1	-4	-6	-16	1	-43	-5	-15	-25
COc1ccc(OCC(O)CN2CCC(CN3C(=O)c4cccc5cccc(c45)C3=O)CC2)cc1 (centres undefined)	-14	30	-6	22	0	-10	44*	3
O=C1CSC(c2ccc(F)cc2)N1c1ccccc1F (centres undefined)	-5	5	-2	0	-26	1	1	1
COc1cc(NC(=O)CN2C(=O)NC(CC(C)C)C2=O)cc(OC)c1OC (centres undefined)	4	11	-4	4	4	-7	-7	20
c1ccc2c(N3CCCC3)nc(-c3ccncc3)nc2c1	0	-6	-2	-40	-2	-5	-9	4
O=C(CCl)N1c2ccccc2SCC1c1ccccc1 (centres undefined)	-5	2	1	1	-17	6	-23	5
N#C/C(=C\c1ccc([N+](=O)[O-])o1)c1nc2ccccc2[nH]1	.	-83	42*	3	17	3	.	-15
